PMI inhibition: MPI inhibition at elevated mannose 6-phosphate – biochemical, fluorescence intensity, high mannose 6-phosphate, primary screen (AID 1220) | 0.66% of 190,000 active | recombinant PMI enzyme, coupled fluorescence intensity; higher % means a stronger effect | inhibition, % at 20 µM; hits with a dose series show IC50 in µM
WT yeast gro inh: growth inhibition of WT yeast, mitochondrial fusion screen. mitochondrial fusion phenotypic screen, WT strain. inhibition, % at 10 µM. 2.1% of 190,000 active. AID 1362; in the data active = inhibition above about 58%; tested in S. cerevisiae
human PMI inhibition: MPI enzyme activity inhibition – biochemical, fluorescence intensity, coupled assay, primary screen (AID 1209); purified PMI enzyme, coupled fluorescence intensity; higher % means a stronger effect; inhibition, % at 20 µM, or IC50 in µM where a hit was titrated; 0.42% of 190,000 active;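 note: plate controls were DMSO vehicle for no effect and wells lacking substrate for full effect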
ER stress rescue: protection against thapsigargin-triggered cell killing – 384-well, CSM14.1, ATP luminescence, primary screen (AID 1222). CSM14.1 thapsigargin-induced death rescue, ATP luminescence; higher % means a stronger effect. cellular ATP content (survival), % at 20 µM; hits with a dose series show EC50 in µM. 190,000 tested, under 10 active;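 active = EC50 below 50 µM in the dose-response confirmation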;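 note: death triggered by thapsigargin at about 15 µM added after 2 h compound pretreatment; cell ATP read after overnight thapsigargin exposure of roughly 18 to 22 hours; normalized against plate controls of thapsigargin alone and 5% DMSO vehicle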
P. falciparum M1AAP: malaria alanyl aminopeptidase activity blockers – biochemical, fluorogenic H-Leu-NHMec substrate, 1536-well (AID 1445); inhibition, % at 30 µM; hits with a dose series show IC50 in µM; recombinant M1AAP, H-Leu-NHMec fluorogenic kinetic assay; higher % means a stronger effect; 0.42% of 220,000 active;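 active = primary inhibition above the hit cutoff, then over 50% inhibition at one or more dose response concentrations, cut at about 23% in these data, passing the limit was not always enough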;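 note: plate controls were DMSO full reaction for no effect and no enzyme background for full effect; strong numbers were not always called active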
TNAP activators: human TNAP enzyme activators, primary screen, biochemical, luminescent, no phosphate acceptor, uHTS (AID 1001) | purified TNAP, luminescent activation assay, no phosphate acceptor; higher activation fold means a stronger effect | activation fold at 20 µM, or EC50 in µM where a hit was titrated | 0.03% of 200,000 active; in the data active = activation fold from about 3, or a potency from the dose series; inactive = the rest, 99 in 100 with activation fold below about 1.6; note: many of its hits are not listed in these tables
Lipid droplet: hepatic lipid droplet formation modulation | AML12 mouse hepatocytes, oleate lipid droplets, BODIPY imaging | inhibition, % at 6.5 µM | 0.4% of 240,000 active | AID 1656;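 active = lipid droplet intensity inhibited by at least 50%, with more than 500 cells counted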
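Test system: AML12 hepatocytes (mouse); reagent: oleate loading, 100 µM; dosing: one dose, 6.5 µM compound; incubation: overnight exposure; signal: fluorescence imaging, 20x objective, two fields per well; read-out basis: % inhibition of corrected integrated BODIPY droplet signal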
UTI89 phage lysis: protection from phage-mediated lysis, alamar blue read-out – E. coli UTI89, K1F phage, bacterial capsule biogenesis inhibitors (AID 488966). E. coli UTI89 K1F phage lysis, alamar blue, 2 h; higher % means a stronger effect. inhibition, % at 100 µM; hits with a dose series show IC50 in µM. 0.02% of 340,000 active;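 active = phage lysis inhibition, versus mean bacterial control, above a set limit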;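 note: capsule biogenesis inhibitors block K1F phage lysis so surviving cells raise fluorescence; higher fluorescence means more inhibition of phage lysis; actives were called in the ten point dose series up to 300 µM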
Myeloid diff 2: myeloid differentiation induction; ER-HoxA9 myeloid progenitors, lysozyme-GFP differentiation, flow cytometry; calls only at 10 µM; 1% of 360,000 active; AID 624256;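 active = normalized GFP-positive differentiation at or above the plate's own cutoff, the solvent-only control mean plus 3 SD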;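 note: cells exposed to compound for four days before flow analysis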
WT yeast gro inh mutant strain: recorded beside WT yeast gro inh, whose call it bears; inhibition, %; mitochondrial fusion phenotypic screen, mutant strain inhibition
Lipid droplet cells 6.5 µM: also measured in Lipid droplet; calls as there; cell count; measured here: cell count, cytotoxicity flag;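 cells counted across two imaged fields per well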
Myeloid diff 2 GFP+ MAC1+ %: further read-out of Myeloid diff 2, marked with its call; GFP+ MAC1+ double positive, %; measured here: differentiation confirmed by MAC1 staining
* hit, by the source's call; i = inactive; · = not tested or not shown; + = active, no number; [ ] = dose if it differs, or a comment. Cut-off read from the data, not from the text of the source, unless noted: active = inhibition above about 50%; inactive = the rest.

SMILES	PMI inhibition	WT yeast gro inh	WT yeast gro inh mutant strain	human PMI inhibition	ER stress rescue	P. falciparum M1AAP	TNAP activators	Lipid droplet	Lipid droplet cells 6.5 µM	UTI89 phage lysis	Myeloid diff 2	Myeloid diff 2 GFP+ MAC1+ %
CCC(C)NC(=O)CNC(=S)N(Cc1ccccc1F)C1CCCCC1 (stereo unspecified)	6%	1	18	5%	-0.9%	0%	1	11	689	0.1%	·	·
CCN(CC)CC(C)CNC(=O)CN1C(=O)CSc2ccc(S(=O)(=O)N3CCOCC3)cc21 (stereo unspecified)	9%	-8	-7	5%	11%	9%	1.1	-2	746	0.7%	i	0.2
NC(=O)CN1CCN(c2cccc(Cl)c2)CC1	0%	3	-14	-2%	0.7%	1%	1	6	655	0.5%	i	0.6
c1ccc(CNn2c(N3CCOCC3)nc3ccccc32)cc1	-6%	14	5	-3%	-0.8%	0%	1.1	·	·	0.4%	i	0.7
CC(C)(C)n1nnnc1C(c1ccncc1)N1CCN(C2CCCCC2)CC1 (stereo unspecified)	12%	-11	-21	6%	-2.7%	8%	1	·	·	2.5%	i	5.5
COC(C[C@H]1O[C@H]1[C@H](O)COCc1ccccc1)OC	·	·	·	·	·	3%	·	-20	757	0.6%	i	2.1
O=C(CSc1nnc(-c2ccco2)n1Cc1ccco1)NCc1ccccc1	8%	-3	9	13%	0.1%	0%	1.1	-4	809	0.1%	i	0.0
CCOC(=O)c1c(C)oc2cc(Br)c(OC(=O)N3CCOCC3)cc12	11%	20	10	21%	1.8%	9%	1.1	5	778	-1.0%	i	0.8
CCOCCc1nnc(N)s1	-11%	1	2	-7%	-0.6%	8%	1.1	13	819	3.9%	i	4.6
Cc1cc(N=Cc2c(O)ccc3ccccc23)no1	67%*	0	1	44%	1.1%	9%	1	·	·	2.0%	i	4.6
O=C(NCCCN1CCOCC1)C(=O)NCc1ccccc1	-2%	5	6	-2%	1.6%	·	1.1	14	649	0.1%	i	0.4
COc1cc(C2/C(=C(\O)c3ccc4c(c3)CC(C)O4)C(=O)C(=O)N2CCCn2ccnc2)ccc1O (stereo unspecified)	55%*	·	·	42%	-0.1%	-4%	1	·	·	0.2%	i	0.6
COc1ccccc1C(c1nnnn1Cc1ccccc1)N1CCN(C2CCCC2)CC1 (stereo unspecified)	-21%	-11	4	-22%	-1.2%	-3%	1	-17	699	2.9%	i	0.4
C=CCn1c(SCc2ccc(C(=O)O)cc2)nc2sc(C)c(C)c2c1=O	·	·	·	·	·	21%	·	7	765	-0.2%	i	0.1
COc1ccc(NC(=O)Cn2cnc3sc(C)c(S(=O)(=O)N4CCN(C)CC4)c3c2=O)cc1OC	5%	-4	-5	-1%	-14%	-1%	1.1	7	726	-0.3%	i	0.2
C=CCn1c(SC(C)C#N)nc2sc(CC)cc2c1=O (stereo unspecified)	-2%	2	5	-5%	-13%	2%	1.1	3	731	0.0%	i	0.7
C[C@H](c1ccccc1)n1nnc(COCc2ccccc2)c1C#CCOCc1ccccc1	·	·	·	·	·	0%	·	7	669	0.4%	i	4.1
CC(C)C[C@H](NC(=O)c1nc[nH]c1C(=O)NCC(=O)OC(C)(C)C)C(=O)OCc1ccccc1	·	·	·	·	·	-3%	·	10	718	-1.0%	i	0.9
Cc1ccc(CNc2ccc(Cl)cc2[N+](=O)[O-])cc1	3%	-1	10	9%	-0.2%	9%	0.9	·	·	0.4%	i	0.1
Cc1ccc(O)c(C(=O)c2cc(C#N)c(=O)n(C(C)c3ccccc3)c2)c1 (stereo unspecified)	5%	-12	-19	-6%	0.8%	8%	1.1	-29	707	0.3%	i	0.1
COc1cc(NC(=O)CSc2nc3ccccc3cc2Cc2ccccc2)cc(OC)c1	-3%	6	-17	4%	-0.3%	5%	1	·	·	5.8%	i	8.1
CCCCOC(=O)Sc1nc2ccccc2o1	3%	2	1	3%	-1.3%	6%	1.1	·	·	0.5%	i	2.0
Oc1ccccc1/C=N/Nc1cccc2cccnc12	-79%	-3	-3	-30%	-1.2%	12%	·	·	·	0.1%	+	·
CC(=O)NCCc1nc2ccccc2n1CCOc1ccccc1	·	·	·	·	·	0%	·	1	669	0.2%	i	0.2
CNC(=S)NNC(=O)c1cccn(Cc2ccc(Cl)c(Cl)c2)c1=O	-2%	1	2	-2%	-3.4%	14%	1	·	·	1.2%	i	0.8
CC(=O)Nc1ccc(NC(=O)C(C)OC(=O)c2ccccc2Sc2ccccc2C#N)cc1 (stereo unspecified)	6%	-11	8	12%	-1.1%	0%	1	4	689	1.2%[50 µM]	i	1.1
COc1ccc(Br)cc1CNC(=O)CCN1C(=O)COc2ccccc21	0%	8	12	0%	-1.7%	-1%	1.1	-18	692	0.3%	i	5.5
COc1ccc(-c2csc(N3N=C(C)C(C)C3=O)n2)cc1 (stereo unspecified)	-3%	-5	-12	-6%	·	-3%	1.3	14	680	-0.4%	i	0.8
CSc1cccc(-n2c(C)cc(C(N)=O)c2C)c1	18%	14	5	16%	0.2%	4%	1.2	·	·	14%	i	1.2
O=C(CCCOc1ccc(Cl)cc1Cl)N/N=C\C1CCCCC1	1%	-14	-1	4%	-2.4%	9%	1	·	·	1.4%[50 µM]	i	8.3
CC(=O)c1ccc(N2Cc3ccccc3C3(CCOCC3)C2=N)cc1	14%	-25	-6	-6%	0.5%	10%	1.1	-1	622	-0.2%[50 µM]	i	0.4
CCN1CC(CN(C)Cc2nc(Cc3ccccc3)no2)CC1=O (stereo unspecified)	6%	-2	10	9%	-1.9%	-2%	1.1	7	681	0.0%	i	0.5
Cc1nn(-c2ccccc2)c2c1C1(C(=O)Nc3ccccc31)N1C(=N2)Sc2ccccc21 (stereo unspecified)	10%	19	-4	-13%	-0.5%	-2%	0.9	·	·	0.8%	i	0.5
CNC(=O)/C(=C\C=C\c1ccccc1)NC(=O)c1ccc([N+](=O)[O-])cc1	17%	17	2	17%	-1.8%	9%	1	-12	625	2.6%	i	9.8
Cc1onc(-c2c(F)cccc2Cl)c1C(=O)NCc1ccco1	-3%	-9	-8	0%	-1.1%	13%	1.1	·	·	-0.3%	i	0.7
COc1ccc(S(=O)(=O)Nc2ccc(S(=O)(=O)N3CCCCC3)cc2)cc1	-4%	8	12	11%	-0.4%	5%	1.1	·	·	1.7%	i	1.0
CC1CCCN(c2nc3c(c(=O)[nH]c(=O)n3C)n2Cc2ccccc2Cl)C1 (stereo unspecified)	2%	51	-3	3%	·	11%	1.1	-4	643	-1.2%	i	2.2
Cc1ccc(NC(=O)c2ccc3ccccc3n2)cc1S(=O)(=O)N(C)C	-6%	2	-13	-4%	-1.2%	2%	1.1	1	709	0.8%	i	0.6
COc1ccc(NCc2nnc(SCC(=O)N3CCCc4ccccc43)o2)cc1	19%	-5	-10	5%	-1.0%	-2%	1.1	·	·	0.1%	i	1.6
C=CCNCC(O)COc1ccc(C(C)=O)cc1OC (stereo unspecified)	·	·	·	·	·	7%	·	2	710	0.1%	i	0.6
Cc1c(-c2ccccc2)[n+](=O)c(-c2ccc(Br)cc2)c(C)n1[O-]	·	·	·	·	·	3%	·	8	799	0.7%	i	0.4
CC(C)CCNC(=O)NC(=O)COc1ccccc1C#N	12%	-5	12	11%	·	17%	1.1	-7	669	0.1%	i	1.1
Cc1ccsc1C(=O)OCC(=O)Nc1sccc1C(N)=O	0%	8	18	4%	-2.2%	8%	1.1	·	·	0.5%	i	0.7
COc1cc(C(=O)N2CCN(Cc3ccccc3C(F)(F)F)CC2)cc(OC)c1OC	2%	-2	-4	13%	0.0%	7%	1.1	·	·	3.4%	i	8.7
O=C(N/C(=C/c1ccc(Br)cc1)C(=O)N1CCOCC1)c1cccs1	-1%	9	8	4%	-2.8%	5%	1	-26	641	-0.2%	i	0.5
CCOC(=O)/C=C/C(=O)Nc1ccc(S(=O)(=O)N(C)c2ccccc2)cc1	-4%	-26	-20	1%	-0.7%	8%	1	1	687	0.1%	i	1.1
CCC(=O)Nc1ccc2oc(-c3cccnc3)nc2c1	·	·	·	·	·	3%	·	0	760	0.0%	i	0.1
Cc1ccc(-c2nc3c4ccccc4ccn3c2CN2CCCCC2)cc1	·	·	·	·	·	0%	·	-9	718	1.3%	i	0.3
O=C(Cn1nc(-c2ccccc2)c2ccccc2c1=O)Nc1ccc(O)cc1	·	·	·	·	·	11%	·	-14	690	0.1%	i	0.5
O=C(/C=C/Sc1ncn[nH]1)c1ccc(Cl)cc1	10%	13	25	50%*	-9.5%	6%	0.9	·	·	-18%	·	·
CCC(=O)Nc1nc(C)c(C(=O)N2CCCCC2)s1	-2%	11	16	-1%	-1.5%	7%	1.1	·	·	0.1%[50 µM]	i	9.4
Cc1ccc(NC(=O)CN2CCN(CCN=CC3=C(O)CC(C)(C)CC3=O)CC2)cc1	-4%	13	-3	-7%	-1.3%	-2%	0.9	·	·	0.3%	i	0.7
O=C(O)c1ccc(Oc2ccccc2)o1	·	·	·	·	·	0%	·	9	738	-0.3%	i	0.5
Cc1cc(NC(=O)CC(C)(C)C)nc2c1c(=O)oc1ccccc12	0%	-6	-5	-1%	1.8%	2%	1.1	0	742	0.8%	i	6.2
O=c1[nH]c(CSc2ncc(C(F)(F)F)cc2Cl)nc2ccccc12	0%	4	11	-3%	2.5%	6%	1.1	-4	661	-0.2%	i	0.1
CNc1oc(-c2ccc(OCc3ccccc3)cc2)nc1C#N	11%	5	-13	15%	-0.8%	7%	1.1	·	·	0.4%	i	0.6
CC1(C)CN=C(N2CCN(C3=NCC(C)(C)S3)CC2)S1	3%	·	·	-1%	4.4%	·	1.1	·	·	·	·	·

Complete entries, looked up by structure. Order of screens: PMI inhibition, WT yeast gro inh, WT yeast gro inh mutant strain, human PMI inhibition, ER stress rescue, P. falciparum M1AAP, TNAP activators, Lipid droplet, Lipid droplet cells 6.5 µM, UTI89 phage lysis, Myeloid diff 2, Myeloid diff 2 GFP+ MAC1+ %
Shown for `CNc1oc(-c2ccc(OCc3ccccc3)cc2)nc1C#N` : 11%, 5, -13, 15%, -0.8%, 7%, 1.1, ·, ·, 0.4%, i, 0.6
Shown for `Cc1cc(NC(=O)CC(C)(C)C)nc2c1c(=O)oc1ccccc12` : 0%, -6, -5, -1%, 1.8%, 2%, 1.1, 0, 742, 0.8%, i, 6.2
Shown for `CCC(=O)Nc1ccc2oc(-c3cccnc3)nc2c1` : ·, ·, ·, ·, ·, 3%, ·, 0, 760, 0.0%, i, 0.1

Source: PubChem (several laboratories)
